CHRM4 PAM: potentiates acetylcholine response at human M4 receptor; P08173; CHO-K1 hM4/Gqi5, Fluo-8 calcium fluorescence, ACh EC20; 0% = ACh EC20, 100% = maximal ACh; activation, % at 3 µM; hit rate 0.4% among 360,000;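 active means activation above its plate's cutoff, the mean activation of sample wells plus 3 SD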; further: some results filed as inactive read as strong as hits
Target sequence (P08173 whole entry, looked up): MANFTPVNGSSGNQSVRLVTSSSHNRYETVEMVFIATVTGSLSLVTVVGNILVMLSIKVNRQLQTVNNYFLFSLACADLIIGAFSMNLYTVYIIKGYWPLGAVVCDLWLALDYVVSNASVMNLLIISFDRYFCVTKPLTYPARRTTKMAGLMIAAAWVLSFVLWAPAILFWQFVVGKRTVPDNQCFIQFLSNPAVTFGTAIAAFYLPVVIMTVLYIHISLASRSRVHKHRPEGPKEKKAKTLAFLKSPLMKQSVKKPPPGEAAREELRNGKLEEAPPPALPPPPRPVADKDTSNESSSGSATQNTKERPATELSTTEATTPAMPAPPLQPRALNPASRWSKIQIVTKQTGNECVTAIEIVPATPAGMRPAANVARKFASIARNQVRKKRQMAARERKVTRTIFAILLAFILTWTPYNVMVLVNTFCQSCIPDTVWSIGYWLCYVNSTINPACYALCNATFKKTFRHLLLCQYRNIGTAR
TAAR1 antag: antagonists of human TAAR1; CHO RD-HGA16 TAAR1, Fluo-8 calcium fluorescence, antagonist; hit rate 1.5% among 360,000; inhibition, % at 3 µM;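 active means inhibition above a per-plate cutoff, the mean inhibition of test compounds on that plate plus 3 SD, cut at about 49% in these data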;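 further: 0% = DMSO plus EC80 beta-PEA response and 100% = DMSO alone without agonist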
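Material: RD-HGA16 CHO cells with stable hTAAR1 and Gα16; Dosing: single nominal final test compound concentration of 3 µM; Schedule: seeding 17-24 h prior, 75-min 37 °C, 30-min RT dye loading; Detection: kinetic Fluo-8 calcium fluorescence measurement; Measure: % inhibition from peak post-agonist over basal fluorescence ratio; Benchmarks: vehicle and agonist controls.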
M5 ag: CHRM5 agonism in calcium assay; P08912; CHO-K1 hM5 cells, Fluo-8 calcium fluorescence; 0% DMSO wells, 100% maximal acetylcholine response; activation, % at 3 µM; hit rate 0.19% among 360,000; AID 624037;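 active means activation above the run's mean over test compounds plus 3 SD, cut at about 23% in these data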;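 further: signal is peak over basal fluorescence ratio across the kinetic read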
Target sequence (P08912 whole entry, looked up): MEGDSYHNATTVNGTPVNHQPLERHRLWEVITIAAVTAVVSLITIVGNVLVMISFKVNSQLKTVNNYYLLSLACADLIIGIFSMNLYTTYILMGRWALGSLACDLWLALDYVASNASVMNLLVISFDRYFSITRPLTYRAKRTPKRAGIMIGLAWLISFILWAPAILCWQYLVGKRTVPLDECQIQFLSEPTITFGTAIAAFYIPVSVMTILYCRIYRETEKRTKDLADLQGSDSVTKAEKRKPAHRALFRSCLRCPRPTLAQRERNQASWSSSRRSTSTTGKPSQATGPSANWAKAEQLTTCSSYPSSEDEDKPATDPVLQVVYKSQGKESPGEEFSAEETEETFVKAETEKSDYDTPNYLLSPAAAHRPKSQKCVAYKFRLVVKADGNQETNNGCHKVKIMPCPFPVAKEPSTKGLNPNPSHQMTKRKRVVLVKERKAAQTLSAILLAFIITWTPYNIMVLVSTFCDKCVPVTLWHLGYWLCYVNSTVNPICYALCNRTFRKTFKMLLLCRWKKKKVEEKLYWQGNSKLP
CRFR2-BP antag: antagonists of CRF-binding protein/CRF-R2 receptor complex. HEK293 CRF-R2/CRF-BP, CRF-induced calcium fluorescence. inhibition, % at 11.8 µM. hit rate 0.59% among 350,000;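 active means inhibition of the ligand-induced calcium signal above about 50% at the single tested concentration, limit read from the data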
CHO-K1 Ca PAM: M1 PAM counterscreen hit in parental CHO-K1 cells; ATP EC20, Fluo-8 calcium fluorescence; 0% at ATP EC20, 100% at ATP max; activation, % at 3 µM; hit rate 0.02% among 360,000; AID 602247;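 active means activation above the run cutoff, the mean activation of all test compounds plus 3 SD, cut at about 40% in these data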;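 further: peak over basal fluorescence ratio in a 140 s read after ATP addition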
CHRM5 PAM: potentiates acetylcholine response at human M5 receptor | hit rate 0.3% among 360,000 | AID 624038 | P08912 | CHO-K1 hM5, Fluo-8 calcium, ACh EC20 PAM; 0% = ACh EC20, 100% = ACh EC100 | activation, % at 3 µM;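 active means activation above the run cutoff, the mean activation of all test compounds plus 3 SD, cut at about 18% in these data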
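Assay system – human M5 receptor in CHO-K1 cells · Read-out – % activation, ACh-normalized · Technique – Fluo-8 calcium fluorescence · Dosing – single-point, 3 µM nominal · Incubation – Fluo-8 loading 80 min at 37 °C plus 30 min room temperature · Repeats – singlicate, one well per test compound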
M5 antag: antagonists of human muscarinic M5 receptor (CHRM5) | inhibition, % at 3 µM | CHO-hM5 cells, Fluo-8 calcium fluorescence, ACh EC80 | P08912 | hit rate 0.59% among 360,000;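 active means inhibition above a per-plate cutoff, the mean of that plate's test compounds plus 3 SD, cut at about 27% in these data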;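 further: 0% = acetylcholine EC80 with DMSO and 100% = DMSO without agonist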
CRFR2-BP ag: agonists of human CRF-binding protein/CRF-R2 receptor complex; HEK293 CRF-R2/CRF-BP, calcium dye fluorescence (FLIPR); percent of saturating CRF peptide response; activation, % at 13.2 µM; hit rate 0.46% among 350,000; AID 588473;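 active means activation of at least 50%, plus an integration ratio under a set limit after plate pattern correction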;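 further: plate controls were neutral control wells without compound for no effect and CRF at EC100 for full effect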
TAAR1 agonist: agonists of human TAAR1; CHO RD-HGA16 TAAR1, Fluo-8 calcium fluorescence; vehicle wells 0%, saturating PEA agonist 100%; hit rate 0.99% among 360,000; activation, % at 3 µM; Q96RJ0;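 active means activation above the mean activation of all test compounds in the run plus 3 SD, cut at about 38% in these data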
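Benchmarks: low control DMSO, high control PEA (EC100); System: CHO RD-HGA16 cells carrying human TAAR1 plus Gα16; Detection: Fluo-8 fluorescence, 5 s baseline then 140 s kinetic read; Schedule: 17-24 h plating, Fluo-8 75 min 37 °C, 30 min RT; Read-out basis: % activation from peak over basal fluorescence ratio, DMSO-to-PEA scaled.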
The depositor's hits bear a star; x = no result given; & = joins results of further samples.

SMILES	CHRM4 PAM	TAAR1 antag	M5 ag	CRFR2-BP antag	CHO-K1 Ca PAM	CHRM5 PAM	M5 antag	CRFR2-BP ag	TAAR1 agonist
O=C(O)CCSc1nnc(CNc2ccc(Cl)cc2)n1Cc1ccccc1	-11	-1	2	6	10	-9	8	-1.0	-1
CC(C)c1cc2cc3ccc(=O)oc3cc2o1	-7	4	-11	0	16	1	1	-1.2	6
O=C1ON(Cc2ccccc2)C(c2ccccc2)N1c1ccccc1 (stereo unspecified)	2	20	3	43	-3	4	-5	-2.1	0
N#Cc1ccccc1OCC(=O)OCC(=O)NC1CCCCC1	6	-12	5	-1	-27	0	-4	-1.0	0
O=C(CCN1C(=O)/C(=C/c2ccccc2Cl)SC1=S)NC1=NCCS1	-1	-6	2	-38	0	-4	7	-0.6	4
CC(C)N(C(=O)CSc1nnc(NC(=O)C2CCC2)s1)C(C)C	-2	-8	1	22	13	-6	5	-2.8	0
CCN1C(=O)[C@H]2[C@@H](c3ccc(-c4ccc(Cl)c(Cl)c4)cc3)N[C@@](CC(C)C)(C(=O)OC)[C@H]2C1=O	6	-18	-2	-15	21	1	10	3.5	5
NC(=S)N/N=C/c1ccc(-c2cc(Cl)ccc2Cl)o1	0	0	3	-2	-6	-3	6	-4.9	4
CC(C)(C)NC(=O)NC(=O)COC(=O)COc1ccc(Cl)cc1Cl	0	-12	-5	-35	8	-7	3	0.9	-2
COc1ccc(N2CC(O)(c3ccc(C)cc3)[N+]3=C2CCCC3)cc1 (stereo unspecified)	6	-8	-9	-9	9	-3	12	1.1	0
Cc1cc(C(=O)NCc2cccc(Cl)c2)c2ccccc2n1	-7	x	-4	20	0	-2	6	-0.5	x
COc1ccccc1-n1cc(C(=O)NCC(=O)N2CCN(c3ccccc3)CC2)c2ccccc2c1=O	-1	-22	0	-13	4	-5	3	-1.5	1
C=CCSc1nnc(-c2cc(C(C)(C)C)nn2Cc2ccc(F)cc2)n1C	-15	-3	-4	47	-19	-1	-9	-2.1	6
CCOc1cnc(-c2ccccc2F)o1	1	-2	6	5	11	10	-2	-0.2	4
C[C@H](CO)N1C[C@H](C)[C@@H](CN(C)C(=O)Nc2ccc(F)cc2)Oc2ccc(NS(C)(=O)=O)cc2C1=O	2	2	2	4	8	-22	15	1.0	0
Cn1c(=O)n(Cc2ccccc2)c(=O)c2c1nc1n2CCCN1C1CCCCC1	0	-27	-1	-23	-8	-3	4	-3.1	0
CCOC(=O)C1CCCN(C(=O)c2cn(CC)c(=O)c3cc(OC)c(OC)cc23)C1 (stereo unspecified)	11	5	-3	-1	18	5	-7	-0.8	7
Cc1ccc(C)n1NC(=O)c1ccccc1[N+](=O)[O-]	5	12	0	-19	27	-1	-13	0.9	6
COCCCNC(=O)Cn1cc2c(n1)CCC(C)C2 (stereo unspecified)	7	-35	2	14	24	2	5	-1.4	2
O=C(N/N=C/C(Br)=C/c1ccccc1)c1ccccc1[N+](=O)[O-]	-4	-8	-3	-6	-12	-6	13	-0.7	3
Cc1ccc(S(=O)(=O)Nc2ccc3c(c2)C(=O)N([C@H](C)CO)C[C@H](C)[C@@H](CN(C)C(=O)Nc2ccc4c(c2)OCO4)O3)cc1	4	3	-4	4	12	-11	11	0.5	6
CC1CCCCC12NC(=O)N(CC(=O)NCCc1ccc(F)cc1)C2=O (stereo unspecified)	3	-38	0	1	-5	5	0	0.6	0
O=c1c2ccccc2c(/C=N/c2ncn[nH]2)c(O)n1Cc1ccccc1	-2&1	3&2	4&-2	-2&-22	-13&8	-6&-9	20&-5	-0.8&0.1	7&16
COC(=O)CNC(=O)Cn1c(=O)n(Cc2ccc(F)cc2)c(=O)c2sccc21	3	-11	1	10	-2	1	12	-1.6	1
O=C1NC2(CCC3(CC2)OCCO3)NN1c1ccc(Cl)cc1	-5	1	0	-17	-3	-11	5	3.7	11
Remaining list, next part
SMILES	CHRM4 PAM	TAAR1 antag	M5 ag	CRFR2-BP antag	CHO-K1 Ca PAM	CHRM5 PAM	M5 antag	CRFR2-BP ag	TAAR1 agonist
Cn1cc(Br)cc2nc(C(F)(F)F)nc1-2	6	-4	-4	-8	11	1	6	-1.6	-1
COC(=O)c1cc(=O)c2c(C)nc(C(Cl)(Cl)Cl)nc2[nH]1	8	-17	2	3	11	5	-7	0.3	8
Cc1ccc(S(=O)(=O)N(C)C)cc1NC(=O)C(C)OC(=O)/C=C/c1cccs1 (stereo unspecified)	-12	-5	1	-12	23	9	1	-1.1	3
OCCN1CCN(c2ncnc3sc4c(c23)CCCC4)CC1	-3	-20	-10	5	-12	4	-2	-0.5	3
C=CCn1cnc2sc(C(=O)Nc3ccccc3OC)c(C)c2c1=O	4	5	-3	-3	26	0	-8	1.0	3
CC1CC(C)CN(S(=O)(=O)c2ccc3c(c2)oc(=O)n3CC(=O)NCc2cccnc2)C1 (stereo unspecified)	-8	-16	-3	-7	-13	2	-6	0.5	-1
Cc1nc(CN2CCOCC2)cc(=O)[nH]1	16	2	-9	-1	9	14	-8	1.7	6
COCC(C)NC(=O)CCS(=O)(=O)c1nc(-c2ccc(OC)cc2)cc(C(F)(F)F)n1 (stereo unspecified)	24	-7	0	6	8	-2	10	-0.7	1
CCN(CC)c1ccc(C(=O)Nc2cccc(F)c2)cc1	-6	-2	-6	4	18	-7	-2	-1.2	0
CN1CCCC(OC(=O)CCCC(=O)OC2CCCN(C)C2)C1 (stereo unspecified)	-5	7	2	1	23	3	-3	2.1	16
COc1cccc(CNC(=O)Cn2nc(C)c([N+](=O)[O-])c2C)c1	5	11	1	11	16	21*	-8	-0.1	-1
NS(=O)(=O)c1ccc(NC(=S)N2CCN(C(=O)C3CCCO3)CC2)cc1 (stereo unspecified)	-1	x	0	15	19	6	-14	0.5	x
O=C(Nc1cccc(C(F)(F)F)c1)c1cccnc1	15	x	1	-14	-5	-2	1	1.3	x
CCN1CCN(C(=O)N(c2ccccc2)c2ccccc2)CC1	-9	3	-9	2	11	-15	7	-0.2	2
COc1cc(/C=N/NC(=O)C2COc3ccccc3O2)cc(OC)c1OC (stereo unspecified)	-10	-13	1	-8	-1	-8	2	1.8	8
COCCN(C(=O)CCC(=O)Nc1ccccn1)C(C(=O)NCCC(C)C)c1ccc(C)cc1 (stereo unspecified)	-1	-3	-1	-5	8	5	9	0.1	0
CCOC(=O)CSc1nc(NCc2ccco2)c2ccccc2n1	1	14	-4	-10	10	-10	2	-0.7	7
Cc1cc(NS(=O)(=O)c2ccc(OCCNS(C)(=O)=O)cc2)no1	-9	-1	-2	-2	18	4	-11	-0.6	17
CC(C)(C)S(=O)c1cccs1 (stereo unspecified)	12	-9	2	-21	19	-5	6	-1.0	-2
COc1ccc2cc3cc(C(=O)NCCC(C)C)oc3nc2c1	3	-5	-4	19	14	-2	-3	-1.1	2
COc1ccccc1CNc1nc2nc(C)cc(=O)n2[nH]1	-2	3	-1	5	-5	3	8	-0.1	10
CSc1n[nH]c(NCc2cccs2)n1	-6	x	1	3	1	1	2	-2.0	x
CC(=O)Nc1cccc(NC(=O)C(F)(F)F)c1	-6	-3	-2	-14	20	-4	2	-0.4	2
CCOc1ccccc1OCCCC(=O)Nc1cc(S(=O)(=O)N2CCCCC2)ccc1C	1	5	2	-16	15	2	6	-1.0	5
CC(=O)c1cccc(S(=O)(=O)N2CCn3cccc3C2C)c1 (stereo unspecified)	-3	4	-3	0	7	4	6	3.1	10
Other results follow.
SMILES	CHRM4 PAM	TAAR1 antag	M5 ag	CRFR2-BP antag	CHO-K1 Ca PAM	CHRM5 PAM	M5 antag	CRFR2-BP ag	TAAR1 agonist
CC(C)c1nc(CNC(=O)C2CCC(=O)N(CCc3cccc(F)c3)C2)cs1 (stereo unspecified)	-3	-7	0	4	-16	-9	1	-0.6	3
O=C(O)/C=C/c1ccccc1Oc1ccccc1	0	x	2	0	19	0	-2	-0.1	x
COc1ccc(C)cc1NC(=O)CCNC(=O)Cn1ccc2ccccc2c1=O	3	-17	0	19	3	0	-7	-3.7	9
CC(=O)N(/N=C1\Sc2ccccc2C1=O)c1ccc(C)cc1C	16	19	-10	1	-6	2	6	-5.6	6
Cc1c(Cl)cccc1NC(=O)CSc1nc2ncc(Cl)cc2[nH]1	4	-11	-2	-9	-7	2	4	0.9	6
COc1ccccc1OCC(=O)N1CCCCCCC1	0	-5	3	16	2	6	6	-0.7	3
CCc1nnc(N2C(=O)c3ccc(Oc4ccc([N+](=O)[O-])cc4)cc3C2=O)s1	1	-6	-1	24	27	0	-2	-0.3	6
COCCn1c(CCC(=O)O)nc2c1c(=O)[nH]c(=O)n2CC(C)C	12	-5	-8	-1	12	15	6	0.1	6

Given with bars between the fields: part of the list above.
SMILES | CHRM4 PAM | TAAR1 antag | M5 ag | CRFR2-BP antag | CHO-K1 Ca PAM | CHRM5 PAM | M5 antag | CRFR2-BP ag | TAAR1 agonist
COc1ccccc1CNc1nc2nc(C)cc(=O)n2[nH]1 | -2 | 3 | -1 | 5 | -5 | 3 | 8 | -0.1 | 10
CSc1n[nH]c(NCc2cccs2)n1 | -6 | x | 1 | 3 | 1 | 1 | 2 | -2.0 | x
CC(=O)Nc1cccc(NC(=O)C(F)(F)F)c1 | -6 | -3 | -2 | -14 | 20 | -4 | 2 | -0.4 | 2
CCOc1ccccc1OCCCC(=O)Nc1cc(S(=O)(=O)N2CCCCC2)ccc1C | 1 | 5 | 2 | -16 | 15 | 2 | 6 | -1.0 | 5
CC(=O)c1cccc(S(=O)(=O)N2CCn3cccc3C2C)c1 (stereo unspecified) | -3 | 4 | -3 | 0 | 7 | 4 | 6 | 3.1 | 10
CC(C)c1nc(CNC(=O)C2CCC(=O)N(CCc3cccc(F)c3)C2)cs1 (stereo unspecified) | -3 | -7 | 0 | 4 | -16 | -9 | 1 | -0.6 | 3
O=C(O)/C=C/c1ccccc1Oc1ccccc1 | 0 | x | 2 | 0 | 19 | 0 | -2 | -0.1 | x
COc1ccc(C)cc1NC(=O)CCNC(=O)Cn1ccc2ccccc2c1=O | 3 | -17 | 0 | 19 | 3 | 0 | -7 | -3.7 | 9
CC(=O)N(/N=C1\Sc2ccccc2C1=O)c1ccc(C)cc1C | 16 | 19 | -10 | 1 | -6 | 2 | 6 | -5.6 | 6
Cc1c(Cl)cccc1NC(=O)CSc1nc2ncc(Cl)cc2[nH]1 | 4 | -11 | -2 | -9 | -7 | 2 | 4 | 0.9 | 6
COc1ccccc1OCC(=O)N1CCCCCCC1 | 0 | -5 | 3 | 16 | 2 | 6 | 6 | -0.7 | 3
CCc1nnc(N2C(=O)c3ccc(Oc4ccc([N+](=O)[O-])cc4)cc3C2=O)s1 | 1 | -6 | -1 | 24 | 27 | 0 | -2 | -0.3 | 6
COCCn1c(CCC(=O)O)nc2c1c(=O)[nH]c(=O)n2CC(C)C | 12 | -5 | -8 | -1 | 12 | 15 | 6 | 0.1 | 6

Screening results as filed in PubChem BioAssay.

Not a hit list; 4.2% or so of the library scored in one or more.
